High-throughput results (PubChem)
NOD2 inhibition: NOD2 signaling inhibitors, cell-based, luminescence, uHTS, HEK293 (AID 1566); HEK293 NOD2/NF-kB luciferase reporter, luminescence; higher % means a stronger effect; one-dose inhibition, % at 4 µM; EC50 in µM for titrated hits; hit rate 0.63% among 290,000; also: many of its hits are not listed in these tables
KOR beta-arrestin-1: kappa opioid receptor activators – cell-based, luminescence, uHTS, primary screen (AID 1777) | activation, % at 10 µM, or EC50 in µM where a hit was titrated | hit rate 0.02% among 280,000 | KOR beta-arrestin recruitment, luminescence; higher % means a stronger effect; in the data active = activation above about 50%, passing the limit was not always enough; also: a part of the inactive calls stands beside numbers as strong as those of hits
KOR beta-arrestin-2: KOR antagonists, beta-arrestin recruitment, cell-based, luminescence, uHTS (AID 1778). hit rate 0.091% among 290,000. inhibition, % at 10 µM, or IC50 in µM where a hit was titrated. KOR beta-arrestin recruitment, luminescence, antagonist mode; higher % means a stronger effect; also: strong numbers were not always called active
GPR55 beta-arrestin: selective activators of receptor GPR55 – imaging, U2OS cells, beta-arrestin-GFP redistribution, primary screen (AID 1961); activation, % at 10 µM; hits with a dose series show EC50 in µM; hit rate 0.048% among 290,000; U2OS GPR55 beta-arrestin-GFP redistribution imaging; higher % means a stronger effect;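 active = activation above 40% with more than 50 cells counted in the well; inconclusive = wells holding fewer than 50 cells, flagged as toxic or sparse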;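 also: U2OS osteosarcoma cells stably expressing GPR55 and beta-arrestin-GFP; plate controls were DMSO negative control for no effect and LPI positive control for full effect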
NOD1 NF-kB reporter: NOD1 signaling inhibitors, primary screen, cell-based, luminescence, uHTS (AID 1578). inhibition, % at 4 µM, or EC50 in µM where a hit was titrated. hit rate 1% among 290,000. NOD1-driven NF-kB luciferase reporter cells, luminescence; higher % means a stronger effect; in the data active = inhibition mostly above about 36%, no sharp cut-off; inactive = mostly below about 34%;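 also: HEK-293T reporter cells stimulated with the NOD1 agonist gamma-tri-DAP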
GPR55 LPI antagonism: inhibition of LPI-stimulated GPR55 beta-arrestin translocation – imaging, U2OS, beta-arrestin-GFP, LPI agonist, primary screen (AID 2013); U2OS GPR55 beta-arrestin-GFP translocation imaging, LPI antagonism; higher % means a stronger effect; inhibition, % at 10 µM, or IC50 in µM where a hit was titrated; hit rate 0.13% among 290,000;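 active = spots per cell inhibited over 60%, with over 100 cells counted and total cytoplasm intensity under 500,000; inconclusive = wells with under 100 cells, flagged as likely toxic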;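 also: U2OS cells stably carrying GPR55 and arrestin-GFP stimulated by 5 µM LPI near EC80; imaged beta-arrestin-GFP aggregate spots per cell after agonist stimulation; plate controls were LPI-stimulated DMSO wells for no effect and DMSO wells without LPI for full effect; some results filed as inactive read as strong as hits; confirmed hits need IC50 under 10 µM and bright autofluorescent wells are also inconclusive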
Myeloid diff 2: compounds promoting myeloid differentiation; hit rate 1% among 360,000; calls only at 10 µM; ER-HoxA9 myeloid progenitors, lysozyme-GFP differentiation, flow cytometry;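 active = normalized GFP-positive differentiation at or above the plate's own cutoff, the solvent-only control mean plus 3 SD; inconclusive = no clear call, values can overlap the other calls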;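 also: cells exposed to compound for four days before flow analysis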
NTR1 agonist: NTR1-driven beta-arrestin-GFP spot formation – imaging, U2OS cells, high content, primary screen (AID 493036). P30989. agonist mode. activation, % at 20 µM. hit rate 0.17% among 330,000;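 active = activation at or above 40% of the spot to cytoplasm intensity ratio, with at least 20 cells analyzed; inconclusive = wells under 20 cells, flagged as cytotoxic or low count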;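 also: 0% = DMSO without peptide and 100% = 100 nM NTR1 peptide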
Target sequence (P30989 whole entry, looked up): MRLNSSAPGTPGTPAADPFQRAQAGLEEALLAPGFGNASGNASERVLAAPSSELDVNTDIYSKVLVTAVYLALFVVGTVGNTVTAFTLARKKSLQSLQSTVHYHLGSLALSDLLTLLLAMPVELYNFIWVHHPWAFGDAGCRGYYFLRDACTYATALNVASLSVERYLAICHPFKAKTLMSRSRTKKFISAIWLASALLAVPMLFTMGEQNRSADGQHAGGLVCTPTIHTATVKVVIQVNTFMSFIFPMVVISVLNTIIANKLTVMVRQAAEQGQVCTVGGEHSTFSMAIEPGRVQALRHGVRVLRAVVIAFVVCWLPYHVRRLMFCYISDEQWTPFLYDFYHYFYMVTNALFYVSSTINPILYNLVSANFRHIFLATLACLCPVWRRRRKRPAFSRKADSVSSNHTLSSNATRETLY
T cell HTS: T cell immune modulation candidate | hit rate 0.068% among 330,000 | calls only at 7 µM | AID 2052 | 2C CD8+ T cell-vesicle binding, flow cytometry; active compounds read low;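 active = response, share of CD8 T cells binding vesicles, and their 90th percentile fluorescence all below set limits, cut at about 80% in these data, passing the limit was not always enough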
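Incubation: binding step 1.5 h, 37 °C, antibody labelling 20 min, ice; system: murine 2C transgenic CD8+ T lymphocytes; technique: cytometric PE anti-B7-1 and Alexa647 anti-CD8 signals after 1% paraformaldehyde fixation; also added: QL9-charged Drosophila Ld/ICAM-1/B7-1 vesicles; control set: naked versus QL9-loaded vesicles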
T cell HTS vesicle-bound %: also measured in T cell HTS; calls as there; double positive events, %; measured here: CD8+ vesicle-bound cell fraction;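 binding gate set so that unloaded-vesicle control wells show 10% double positive cells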
NTR1 agonist cell count 20 µM: second read-out of NTR1 agonist, no call of its own (marks repeat the call); cell count; measured here: cell count, cytotoxicity flag
Myeloid diff 2 GFP+ MAC1+ %: recorded beside Myeloid diff 2, whose call it bears; GFP+ MAC1+ double positive, %; measured here: differentiation confirmed by MAC1 staining
Active calls of the source: *; i = inactive; u = inconclusive; x = no result given; + = active, no number; [ ] = another dose, or the depositor's remark. Rule as the data show it, unless noted: active = inhibition above about 50%; inactive = the rest. An excerpt; rates above refer to the full screens.

SMILES	NOD2 inhibition	KOR beta-arrestin-1	KOR beta-arrestin-2	GPR55 beta-arrestin	NOD1 NF-kB reporter	GPR55 LPI antagonism	Myeloid diff 2	Myeloid diff 2 GFP+ MAC1+ %	NTR1 agonist	NTR1 agonist cell count 20 µM	T cell HTS	T cell HTS vesicle-bound %
CC(C)Cn1nc(NC(=O)C2CCCO2)c2cc3ccccc3nc21 (stereo unspecified)	14%	-1.7%	18%	-0.2%	-5%	7%	i	0.5	0.4	56	i	21
NC(=O)c1ccsc1NC(=O)C1CCCN1S(=O)(=O)c1ccc(Cl)cc1 (stereo unspecified)	12%	0.8%	-19%	0.3%	41%	15%	i	2.1	1.0	77	i	51
CCNc1ccc(S(=O)(=O)N(C)C)cc1NCC(=O)Nc1c(F)cccc1F	13%	-4.7%	22%	0.1%	-5%	-5%	i	0.3	-0.3	71	i	43
Cc1ccccc1C(=O)Oc1cccc2c(O)cccc12	-2%	8.9%	1%	0.4%	-7%	10%	i	0.3	12	57	i	46
Cc1cccc(NC(=S)NC23CN4CN(CN(C4)C2)C3)c1C	3%	-1.5%	-41%	0.8%	-14%	-7%	i	0.2	0.5	24	i	24
CSc1nc(-c2ccc(C)cc2)[nH]c1S(=O)(=O)c1ccccc1	5%	2.1%	5%	-0.1%	10%	24%	i	1.6	-1.1	89	i	43
CCOC(=O)c1ccc(Nc2nc(C)cc(C)c2C#N)cc1	0%	0.5%	14%	0.0%	-42%	1%	i	7.9	2.5	51	i	25
COc1ccc2nc(NCCO)[nH]c2c1	10%	1.4%	-34%	0.6%	-30%	7%	i	1.2	0.1	50	i	9
COC(=O)c1c(S(=O)(=O)NCc2ccccc2)sc(C(=O)O)c1C	1%	12%	-37%	0.0%	33%	-15%	i	0.7	5.1	59	i	34
CCc1nc(SCC(=O)c2ccccc2)c2ccccc2n1	-16%	x	-56%[20 µM]	0.3%	-41%	7%	i	1.1	6.6	27	i	35
Cc1ccc(-c2nc(C(F)(F)F)cc(=O)[nH]2)cc1	14%	-3.5%	0%	-0.2%	-8%	3%	i	0.4	0.0	42	i	60
CSCC[C@H](NC(=O)C1CCN(S(=O)(=O)c2ccc(C)cc2)CC1)C(=O)NC1CCS(=O)(=O)C1 (stereo partly specified)	10%	1.1%	-26%	-0.2%	30%	-2%	i	0.2	-2.2	59	i	8
Cc1c(N(C)S(=O)(=O)c2cccc(C(=O)NC(C)C)c2)c(=O)n(-c2ccccc2)n1C	-4%	-2.8%	-7%	-0.1%	-1%	-4%	i	0.3	-0.2	44	i	45
COC(=O)CSc1nnc(Cc2cc(=O)[nH]c(=O)[nH]2)n1-c1cccc(OC)c1	12%	-0.8%	-33%	0.5%	-16%	15%	i	1.0	-0.5	81	i	8
COc1cccc(NC(=O)Nc2ccc3nc(C)c(C)nc3c2)c1	16%	-8.3%	-33%[20 µM]	-0.1%	30%	-10%	i	1.0	-0.7	61	+	16*
O=c1oc(-c2cccc(C(F)(F)F)c2)nn1-c1ccc(C(F)(F)F)cn1	16%	-0.5%	10%	0.3%	0%	6%	i	0.4	0.1	38	i	58
COC(=O)c1nnn(CC(=O)NC(=O)Nc2ccccc2)c1C(=O)OC	-5%	-2.5%	15%	0.4%	-37%	-12%	i	5.5	2.7	57	i	40
CCCNC(=O)CS(=O)(=O)c1ccccc1	-11%	-3.7%	-36%[20 µM]	-0.2%	-8%	8%	i	0.4	-4.0	105	i	25
O=C(O)c1cc(-c2ccccc2)nc2ccccc12	13%	-1.8%	-10%	-0.2%	-11%	3%	i	2.1	-1.1	64	i	27
CCn1cc(/C=C(\NC(=O)c2ccccc2F)C(=O)NCCN2CCOCC2)c2ccccc21	16%	-1.8%	-6%	-0.2%	-13%	-8%	i	0.9	-0.7	47	i	18
NC(=O)[C@@H]1CC2(CC(c3cccc(NC(=O)CC(c4ccccc4)c4ccccc4)c3)=NO2)CN1C(=O)[C@@H]1CCC(=O)N1 (stereo partly specified)	14%	x	30%	-0.2%	-3%	-4%	i	2.3	-2.9	96	i	52
O=S(=O)(NCc1csc(-c2cccs2)n1)c1ccc(Cl)cc1	11%	4.5%	-15%	0.0%	-12%	-1%	i	0.5	3.3	51	i	36
O=C(NC(=S)Nn1cnnc1)c1cccc(Br)c1	11%	-4.3%	19%	-0.3%	-7%	3%	i	0.0	4.4	62	i	42
C=CCn1c(C(C)NC(=O)c2ccccc2)n[nH]c1=S (stereo unspecified)	10%	0.6%	-3%	-0.1%	-6%	51%	i	8.3	-1.1	40	i	16
Cc1cc(NC(=O)c2c(F)cccc2F)n(-c2nc3ccccc3[nH]2)n1	13%	-2.4%	28%	-0.1%	-2%	-8%	i	0.6	18	53	i	43

A portion from the list above, as a working copy:
SMILES	NOD2 inhibition	KOR beta-arrestin-1	KOR beta-arrestin-2	GPR55 beta-arrestin	NOD1 NF-kB reporter	GPR55 LPI antagonism	Myeloid diff 2	Myeloid diff 2 GFP+ MAC1+ %	NTR1 agonist	NTR1 agonist cell count 20 µM	T cell HTS	T cell HTS vesicle-bound %
CC(C)Cn1nc(NC(=O)C2CCCO2)c2cc3ccccc3nc21 (stereo unspecified)	14%	-1.7%	18%	-0.2%	-5%	7%	i	0.5	0.4	56	i	21
NC(=O)c1ccsc1NC(=O)C1CCCN1S(=O)(=O)c1ccc(Cl)cc1 (stereo unspecified)	12%	0.8%	-19%	0.3%	41%	15%	i	2.1	1.0	77	i	51
CCNc1ccc(S(=O)(=O)N(C)C)cc1NCC(=O)Nc1c(F)cccc1F	13%	-4.7%	22%	0.1%	-5%	-5%	i	0.3	-0.3	71	i	43
Cc1ccccc1C(=O)Oc1cccc2c(O)cccc12	-2%	8.9%	1%	0.4%	-7%	10%	i	0.3	12	57	i	46

Continued:
SMILES	NOD2 inhibition	KOR beta-arrestin-1	KOR beta-arrestin-2	GPR55 beta-arrestin	NOD1 NF-kB reporter	GPR55 LPI antagonism	Myeloid diff 2	Myeloid diff 2 GFP+ MAC1+ %	NTR1 agonist	NTR1 agonist cell count 20 µM	T cell HTS	T cell HTS vesicle-bound %
O=C(NC1(C(F)(F)F)N=C(c2ccccc2)NC1=O)c1ccccc1F (stereo unspecified)	-2%	2.2%	-11%	0.1%	-31%	7%	i	0.3	1.7	55	i	42
O=C(Nc1ccc(-n2cccn2)cc1)C1CCCCN1Cc1cccc2c1OCO2 (stereo unspecified)	9%	7.3%	-185%	0.5%	-7%	-11%	u	x	2.0	46	i	26
Cc1cc(Nc2cccc(C(=O)O)c2)n2ncnc2n1	3%	-6.2%	1%[20 µM]	1.8%	-47%	-7%	i	0.9	-0.9	60	i	50
CCOC(=O)C(CCSC)NC(=O)CN (stereo unspecified)	-2%	-3.2%	20%	-0.2%	8%	14%	i	2.3	1.8	88	i	31
N#CC1=C(O)CCCn2c1nc1ccccc1c2=O	3%	9.1%	-6%	0.2%	-5%	-2%	i	8.8	0.0	63	i	34
CCOC(=O)N1CCN(S(=O)(=O)c2ccc(C(=O)N(CCN(C)C)c3nc4c(C)cccc4s3)cc2)CC1	-3%	-0.5%	-2%	-0.1%	-12%	12%	i	0.4	1.6	63	i	31
Cc1cc2c(cc1S(=O)(=O)N(C)Cc1ccccc1)OCC(=O)N2	14%	0.6%	-17%[20 µM]	-0.1%	10%	-2%	i	3.4	1.1	62	i	36
COc1cc2ncc(S(=O)(=O)c3ccccc3)c(N3CCC4(CC3)OCCO4)c2cc1OC	4%	-4.2%	-32%	-0.6%	-5%	17%	i	0.0	-1.6	88	i	42
C/C(=N\NC(=O)c1nn(C)c(C)c1Br)c1cccc(NC(=O)c2ccoc2C)c1	-14%	-0.9%	-9%	0.3%	-8%	14%	i	1.7	5.4	78	i	3
Cn1c(SCC(=O)Nc2cccc(F)c2)nnc1-c1cc2ccccc2o1	-30%	1.1%	29%	-0.1%	-44%	7%	i	0.2	2.8	37	i	22
CC1=CC(c2ccccc2)NC(=S)N1 (stereo unspecified)	15%	7.1%	12%	-0.2%	17%	0%	i	0.7	-0.7	64	i	22
Cc1nn(Cc2ccccc2)c(C)c1NC(=O)c1cccs1	-2%	2.2%	7%	0.4%	-27%	9%	i	0.6	0.5	64	i	9
NC(=O)N/N=C/c1cccc(C(F)(F)F)c1	-19%	-1.2%	9%	-0.4%	-8%	10%	i	1.9	-1.2	54	i	4
O=C(NCCN1CCOCC1)c1ccc([N+](=O)[O-])cc1[N+](=O)[O-]	3%	5.9%	-22%	0.0%	-4%	3%	i	0.5	-0.5	53	i	41
O=C(/C=C/c1ccc(Br)cc1)NC1CCCCCC1	-43%	1.8%	-8%	-0.1%	-15%	-6%	i	0.9	1.4	84	i	33
COc1ccc(Cc2nnc(NC(=O)Cn3cnc4c3c(=O)n(C)c(=O)n4C)s2)cc1OC	13%	x	x	0.0%	10%	-10%	i	0.7	-0.5	49	i	39
O=C(Cn1cc2c(n1)CCCC2)N1CCOCC1	5%	5.8%	-19%	0.2%	-16%	-3%	i	0.0	-0.3	44	i	34
CCN(CC)C(=O)CSc1nnc(-c2ccc(S(=O)(=O)NCc3ccccc3Cl)cc2)o1	-55%	-0.2%	-9%	-0.1%	27%	12%	i	1.9	2.9	60	i	24
CCOC(=O)/C=C1\CN(C(C)c2ccccc2)S(=O)(=O)c2ccccc21 (stereo unspecified)	4%	-4.5%	13%[20 µM]	0.0%	-20%	5%	i	1.6	1.9	59	i	19
Cc1cccc(C(=O)c2cn[nH]c2-c2ccccc2O)c1	-4%	-0.5%	-20%	0.0%	-3%	13%	i	0.7	2.6	55	i	12
CCOc1ccc(NC(=S)NNC(=S)Nc2cccc(C(F)(F)F)c2)cc1	4%	-1.3%	-24%	0.9%	0%	8%	i	0.2	0.3	45	i	22
COCCNC(=S)N(CCCO)Cc1cc2cc3c(cc2[nH]c1=O)OCCO3	0%	-0.2%	-36%[20 µM]	0.3%	-12%	-1%	i	0.3	1.0	68	i	62
CC(C)Cc1cc(CNC(=O)C2CCC(=O)N(CCc3cccc(F)c3)C2)on1 (stereo unspecified)	-14%	3.5%	-39%	0.3%	-31%	-15%	i	1.3	1.5	48	i	36
O=C(O)CCC(=O)Nc1cccc(C(=O)c2ccccc2)c1	11%	-4.0%	9%	-0.2%	3%	2%	i	0.1	-1.2	62	i	33
